# Screens: PubChem BioAssay, several laboratories
# CHRM4 agonist = human M4 muscarinic receptor agonists, primary screen, CHO-K1 cells, Fluo-8 calcium fluorescence; Muscarinic acetylcholine receptor M4 (Homo sapiens), P08173; CHO-K1 hM4/Gqi5; vehicle 0%, full acetylcholine response 100%; activation, % at 3 µM; 0.14% of 360,000 active; AID 624127, 2012;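 active = activation above the run mean over all test wells plus 3 SD, cut at about 32% in these data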;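 note: peak over basal fluorescence ratio per well then scaled between controls; 0% = DMSO wells and 100% = acetylcholine at EC100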
# Target sequence (P08173 whole entry, looked up): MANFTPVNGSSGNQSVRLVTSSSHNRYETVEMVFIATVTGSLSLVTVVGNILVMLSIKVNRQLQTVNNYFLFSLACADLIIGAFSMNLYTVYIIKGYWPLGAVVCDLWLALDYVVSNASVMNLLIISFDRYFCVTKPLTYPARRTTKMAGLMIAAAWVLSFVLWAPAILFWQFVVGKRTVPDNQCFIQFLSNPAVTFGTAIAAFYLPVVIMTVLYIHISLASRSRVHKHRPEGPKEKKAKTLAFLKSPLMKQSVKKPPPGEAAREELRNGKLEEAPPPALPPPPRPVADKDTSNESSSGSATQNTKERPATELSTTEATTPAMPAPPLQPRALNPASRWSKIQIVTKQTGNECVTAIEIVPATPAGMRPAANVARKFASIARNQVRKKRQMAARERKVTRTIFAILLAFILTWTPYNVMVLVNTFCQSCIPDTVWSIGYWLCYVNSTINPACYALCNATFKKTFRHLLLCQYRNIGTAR
# CHRM5 antagonist = human M5 muscarinic receptor antagonists, primary screen, CHO cells, Fluo-8 calcium fluorescence | AID 624040, 2012 | inhibition, % at 3 µM | 0.59% of 360,000 active | Muscarinic acetylcholine receptor M5 (Homo sapiens), P08912 | CHO-hM5 cells, ACh EC80;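 active = inhibition above a per-plate cutoff, the mean of that plate's test compounds plus 3 SD, cut at about 27% in these data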;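 note: 0% = acetylcholine EC80 with DMSO and 100% = DMSO without agonist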
# M4 antag = human M4 muscarinic receptor antagonists, primary screen, CHO cells, Fluo-8 calcium fluorescence | CHO-hM4 cells, ACh EC80 | inhibition, % at 3 µM | 0.73% of 360,000 active | AID 624125, 2012;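 active = inhibition above its plate's cutoff, the mean inhibition of sample wells plus 3 SD, cut at about 27% in these data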;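 note: 0% = acetylcholine EC80 with DMSO and 100% = DMSO without agonist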
# CHRM5 PAM = human M5 muscarinic receptor positive allosteric modulators, primary screen, CHO-K1 cells, Fluo-8 calcium fluorescence; Muscarinic acetylcholine receptor M5 (Homo sapiens), P08912; CHO-K1 hM5, ACh EC20 PAM; 0% = ACh EC20, 100% = ACh EC100; activation, % at 3 µM; 0.3% of 360,000 active; AID 624038, 2012;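 active = activation above the run cutoff, the mean activation of all test compounds plus 3 SD, cut at about 18% in these data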
#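 system = human M5 receptor in CHO-K1 cells | reagent = EC20 acetylcholine as agonist stimulus | compound dosing = single-point, 3 µM nominal | incubation = Fluo-8 loading 80 min at 37 °C plus 30 min room temperature | detection = Fluo-8 calcium dye fluorescence, kinetic read | benchmarks = low control EC20 acetylcholine (0%), high control EC100 acetylcholine (100%)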
# M1 PAM = human M1 muscarinic receptor positive allosteric modulators, primary screen, CHO-K1 cells, Fluo-8 calcium fluorescence, 1536-well | Muscarinic acetylcholine receptor M1 (Homo sapiens), P11229 | CHO-K1 hM1, ACh EC20; 0% = ACh EC20, 100% = maximal ACh | activation, % at 3 µM | 0.088% of 360,000 active; in the data active = activation above about 19%, passing the limit was not always enough
# Target sequence (P11229 whole entry, looked up): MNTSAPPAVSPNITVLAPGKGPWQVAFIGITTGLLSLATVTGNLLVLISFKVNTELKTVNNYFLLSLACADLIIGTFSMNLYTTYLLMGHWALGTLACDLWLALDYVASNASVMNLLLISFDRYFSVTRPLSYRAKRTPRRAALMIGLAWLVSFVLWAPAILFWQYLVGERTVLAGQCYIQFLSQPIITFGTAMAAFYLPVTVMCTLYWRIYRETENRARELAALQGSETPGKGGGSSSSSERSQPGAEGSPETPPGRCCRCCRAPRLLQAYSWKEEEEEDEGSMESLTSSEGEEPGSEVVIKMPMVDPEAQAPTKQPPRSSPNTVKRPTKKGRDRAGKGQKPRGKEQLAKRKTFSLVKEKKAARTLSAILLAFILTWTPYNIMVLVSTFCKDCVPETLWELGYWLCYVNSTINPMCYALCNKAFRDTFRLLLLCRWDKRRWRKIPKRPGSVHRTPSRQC
# M5 ag = human M5 muscarinic receptor agonists, primary screen, CHO-K1 cells, Fluo-8 calcium fluorescence; CHO-K1 hM5 cells; 0% DMSO wells, 100% maximal acetylcholine response; activation, % at 3 µM; 0.19% of 360,000 active; AID 624037, 2012;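 active = activation above the run's mean over test compounds plus 3 SD, cut at about 23% in these data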;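 note: signal is peak over basal fluorescence ratio across the kinetic read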
# M1 antag = human M1 muscarinic receptor antagonists, primary screen, CHO-K1 cells, Fluo-8 calcium fluorescence, 1536-well. Muscarinic acetylcholine receptor M1 (Homo sapiens), P11229. CHO-K1 hM1, ACh EC80 antagonist. inhibition, % at 3 µM. 1.3% of 360,000 active. AID 588852, 2011;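 active = percent inhibition above its own plate's cutoff, namely the mean of that plate's compound wells plus 3 SD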;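 note: peak over basal fluorescence ratio during 140 s after agonist addition; 0% = ACh EC80 plus DMSO and 100% = DMSO alone without agonist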
# CHRM4 PAM = human M4 muscarinic receptor positive allosteric modulators, primary screen, CHO-K1 cells, Fluo-8 calcium fluorescence; Muscarinic acetylcholine receptor M4 (Homo sapiens), P08173; CHO-K1 hM4/Gqi5, ACh EC20; 0% = ACh EC20, 100% = maximal ACh; activation, % at 3 µM; 0.4% of 360,000 active;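 active = activation above its plate's cutoff, the mean activation of sample wells plus 3 SD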; note: some results filed as inactive read as strong as hits
# CRFBP-R2 agonist = agonists of CRF-BP/CRF-R2 complex, primary screen, cell-based, HEK293, calcium dye fluorescence, uHTS. calcium dye fluorescence (FLIPR); percent of saturating CRF peptide response. 0.46% of 350,000 active. AID 588473, 2011. CRF-binding protein / CRF receptor 2 complex (human). activation, % at 13.2 µM;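 active = activation of at least 50%, plus an integration ratio under a set limit after plate pattern correction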;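 note: plate controls were neutral control wells without compound for no effect and CRF at EC100 for full effect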
# * marks the source's active call; other numbers are inactive results; . = no result given.
SMILES,CHRM4 agonist,CHRM5 antagonist,M4 antag,CHRM5 PAM,M1 PAM,M5 ag,M1 antag,CHRM4 PAM,CRFBP-R2 agonist
O=S(=O)(c1ccc(Cl)c(NC(=S)N/N=C/c2ccc(O)cc2)c1)N1CCOCC1,11,13,1,-15,-9,0,17,-8,0.0
O=C(Cc1ccc(S(=O)(=O)N2CCOCC2)s1)Nc1nc2c(s1)CCCC2,0,-3,-16,-3,-8,1,19,17,9.2
Cc1ccc(S(=O)(=O)N2CCC(C(=O)NCCCN3CCCC3=O)CC2)cc1,0,21,-4,-2,3,0,-5,1,-0.9
CC(Sc1nc2ccccc2c(=O)n1Cc1ccco1)C(=O)c1ccccc1 (stereo unspecified),1,0,4,2,8,3,-9,2,0.7
CCCc1nnc(SCC(=O)N2CCCCC2C)n1CCCOC (stereo unspecified),0,-3,1,-1,14,1,-18,1,0.5
Cc1cccnc1NC(=O)CSc1ncnc2sc(C)c(C)c12,4,2,-10,1,11,3,-1,3,0.7
Cn1nc([N+](=O)[O-])nc1Oc1ccccc1F,1,3,2,6,3,-3,-3,1,2.0
CCCCn1c(SCC(N)=O)nnc1-c1ccco1,0,5,7,-2,6,-2,-7,3,-2.7
C=C1CCN(c2ccc(C(=O)NCc3ccc(C)cc3)cc2[N+](=O)[O-])CC1,2,-6,3,4,1,1,-6,5,-1.7
CCOC(=O)c1[nH]ncc1CN1CCN(Cc2ccc(C)cc2)C(CCO)C1 (stereo unspecified),0,-8,-3,3,-3,-4,4,1,-1.2
O=c1[nH]c2ccccc2nc1Cc1ccccc1,0,-1,16,-3,9,-1,-14,3,9.1
Cc1ccccc1NC(=O)c1ocnc1C,8,7,-4,-7,0,2,-6,-7,1.2
CCOc1ccc(S(=O)(=O)N2CCCCCC2)cc1,-1,1,7,5,16,-4,-16,-10,-4.4
CN(CC(=O)Nc1ccc(F)c(F)c1F)C1CCCCC1,-1,2,4,-1,-3,0,19,-5,2.4
Cc1ccc(C(C)C)c(OCc2nc(-c3nonc3N)no2)c1,0,3,-12,-13,1,-3,-10,-3,3.8
CC(C)CN(C(=O)COC(=O)c1ccc(Cl)c(N)c1)c1c(N)n(Cc2ccccc2)c(=O)[nH]c1=O,2,-2,8,3,9,0,-6,10,0.9
CC1Sc2n(c3ccccc3[n+]2C)N=C1c1ccccc1 (stereo unspecified),0,1,21,2,4,-2,-15,-8,0.4
Cc1cc(C)cc(NC(=O)c2ccc([N+](=O)[O-])o2)c1,1,10,1,0,9,-3,-8,-2,-2.9
CN(C)CC(C)(C)CNS(=O)(=O)c1cccc2nsnc12,0,-9,3,1,-1,-4,6,0,-2.4
COc1ccc(OC)c(S(=O)(=O)NC2CC2)c1,1,10,-3,-2,6,0,-9,-1,-1.6
CCn1ccc(=O)c2cc3c(cc21)OCO3,0,15,6,2,-1,1,3,-1,0.9
CCC(C(=O)NC(C)c1ccccc1)C(=O)NC(C)c1ccccc1 (stereo unspecified),2,9,-6,-4,2,-4,-10,-4,-1.9
CCOC(=O)c1sc(N(Cc2ccccc2)C(=O)CN2C(=O)CN(C)C2=O)nc1C,2,-4,5,4,2,-2,7,0,0.1
CCc1ccc([C@@H]2CC=C(C(=O)O)[C@H](c3ccc(C(C)(C)C)cc3)N2S(=O)(=O)c2ccc(C)cc2)cc1,5,9,11,2,-4,0,6,0,3.7
Cc1ccc(C)c(N2CCN(C(c3ccc(N(C)C)cc3)c3nnnn3C(C)(C)C)CC2)c1 (stereo unspecified),1,-8,-2,2,-6,-2,-4,-5,0.2
COCC(=O)NCCc1ccc(S(N)(=O)=O)cc1,0,-6,-11,-2,-7,1,6,5,-1.1
CCOC(=O)c1ccc(NC(=O)CCc2nc(-c3ccccc3)no2)cc1,11,12,4,-22,-10,-6,31*,-9,0.5
O=C(Oc1ccc(-c2nnco2)cc1)c1ccc(Br)o1,0,15,-2,-3,20,-2,-18,4,1.3
Cc1ccc(S(=O)(=O)NCC(=O)Nc2cccc([N+](=O)[O-])c2)cc1,3,0,-6,5,7,1,-6,-1,0.5
CSc1nnc(NC(=O)c2ccc(C)c(S(=O)(=O)N3CCOCC3)c2)s1,0,6,-2,-4,5,1,-6,2,-0.1
Cn1ncc(Cl)c(Oc2ccc(Cl)cc2)c1=O,0,20,2,-7,-4,-5,3,1,-0.1
CC(=O)C[C@@H](O)CC(=O)[C@H]1OC(=O)[C@H](C)CCCCc2ccccc21,1,-10,-11,0,11,0,-9,3,0.2
Cc1ccc(C2=NN(S(=O)(=O)c3ccccc3)C(c3ccccc3O)C2)cc1 (stereo unspecified),2,-8,6,3,13,-5,-6,3,-0.1
CCOC(=O)C1(Cc2ccc(Cl)cc2)CCN(Cc2nccn2CC)CC1,1,15,7,-5,-8,-6,-4,-9,-0.1
Cc1onc(C(=O)N2CCN(c3ccccc3F)CC2)c1-c1ccccc1Cl,3,7,3,-7,1,1,-2,7,-0.3
CCc1c(C)n2nc(C)cc2[nH]c1=O,0,-3,9,2,7,1,-11,4,0.7
O=C(CSc1ncn[nH]1)Nc1nc(-c2ccccc2)cs1,3,2,-7,-1,3,6,-3,0,2.2
CCOC(=O)c1cnc2nc(NCc3ccc(OC)c(OC)c3)[nH]n2c1=O,-1,-1,6,2,4,-1,-4,-3,1.7
COc1ccc(CN(C)C(=O)c2ccc(NS(=O)(=O)c3ccc(F)cc3)cc2)c(OC)c1,3,3,13,-9,3,1,-2,-9,-0.6
CCSc1nnc(-c2ccccc2SC)o1,0,1,-5,-3,-1,-3,4,3,-2.6

# For convenience, 2 of the compounds above.
SMILES,CHRM4 agonist,CHRM5 antagonist,M4 antag,CHRM5 PAM,M1 PAM,M5 ag,M1 antag,CHRM4 PAM,CRFBP-R2 agonist
CCn1ccc(=O)c2cc3c(cc21)OCO3,0,15,6,2,-1,1,3,-1,0.9
CCC(C(=O)NC(C)c1ccccc1)C(=O)NC(C)c1ccccc1 (stereo unspecified),2,9,-6,-4,2,-4,-10,-4,-1.9

# (cont.)
SMILES,CHRM4 agonist,CHRM5 antagonist,M4 antag,CHRM5 PAM,M1 PAM,M5 ag,M1 antag,CHRM4 PAM,CRFBP-R2 agonist
Cc1nc(CN2CCCCC2)c(O)c(=O)[nH]1,1,7,-6,1,11,2,-18,3,3.0
Cc1ccc2c(c1)-c1c(cnn1CC(=O)N(CCC#N)c1ccccc1)CO2,3,2,5,-11,-3,8,-4,-4,-1.0
COc1ccc(/C=C/CN2CCN(Cc3ccccc3)C(CCO)C2)cc1 (stereo unspecified),3,-20,-2,2,-9,-7,6,-7,-0.5
COc1ccc(C(=O)OCC(=O)NC23CC4CC(CC(C4)C2)C3)c(OC)c1OC,9,8,-9,-8,0,7,-5,-1,0.1
O=C(c1ccc(Cl)c(S(=O)(=O)Nc2ccccc2C(=O)N2CCc3ccccc3C2)c1)N1CCc2ccccc2C1,6,17,0,-14,1,-2,-3,-2,-0.3
CC(=O)c1ccc(NC(=O)C2CC(=O)N(Cc3ccccc3)C2)cc1 (stereo unspecified),1,0,-1,-3,-8,-1,12,17,-3.4
O=S(=O)(Nc1ccc(S(=O)(=O)Nc2ccccc2)cc1)c1ccccc1,5,4,1,-2,15,2,-12,0,-0.1
Cc1cc(Cl)ccc1OCC(=O)Nc1ccccc1C(=O)N1CCOCC1,8,-5,-9,-4,9,1,-7,-3,-1.6
CSc1ccccc1NC(=O)CN(Cc1ccccc1)S(C)(=O)=O,3,-3,2,-3,4,-2,6,20,-2.2
CCOc1ccc(S(=O)(=O)N2CCOCC2)cc1NC(=O)CN1C(=O)NC(C)(C2CC2)C1=O (stereo unspecified),0,4,4,-1,-3,0,16,-2,-0.7
Cc1cc(C)cc(-n2ccnc2SCC(=O)Nc2ccc3c(c2)OCCO3)c1,2,0,6,0,-3,-3,-16,11,-2.7
O=C1/C(=C\c2ccc(O)cc2)SC(=S)N1Cc1ccccc1,9,4,-4,6,13,2,-8,5,15
CCCCn1c(SCC(=O)c2cc(OC)ccc2OC)nc2cc(S(N)(=O)=O)ccc21,2,6,-2,0,-3,-7,-15,-2,-2.4
CSc1ccc(CN2C(=O)C(F)(F)Oc3c(C(C)=O)cccc32)cc1,6,0,-1,-11,-14,3,26,-6,.
c1cn2c(-c3ccoc3)cncc2n1,0,8,8,0,1,0,-3,-3,.
CCCn1c(=O)c(C(=O)Nc2ncccc2C)c(O)c2ccccc21,0,5,1,-7,2,-4,-10,-7,19
CCS(=O)(=O)N1CCN(S(=O)(=O)c2ccc(Cl)s2)CC1,0,6,9,-2,-13,-3,37*,1,1.3
COC(=O)C1CCN(C(=O)COC(=O)Cc2c[nH]c3ccccc23)CC1,1,-8,4,-8,7,-2,-1,-3,1.7
CCOC(=O)c1c(C)nc(C)c(C(=O)OCC)c1-c1cccc([N+](=O)[O-])c1,2,9,-6,-8,-6,-4,1,-1,-2.2
O=C(NCCN1CCOCC1)C(=O)NCC1OCCCN1S(=O)(=O)c1ccc(F)cc1 (stereo unspecified),1,9,0,2,13,-5,-10,10,3.2
CCN(CC)CCCn1c(C)cc2c(c1=O)C(c1ccc(OC)c(OC)c1OC)C(C#N)=C(N)O2 (stereo unspecified),0,-5,14,1,6,0,-9,8,-0.8
O=C(NCc1ccncc1)C1CCCN(S(=O)(=O)Cc2ccccc2)C1 (stereo unspecified),1,-2,-2,9,2,-2,-27,3,2.1
COc1ccc(S(=O)(=O)Nc2cc3[nH]c(=O)oc3cc2C)cc1,1,12,0,2,18,-3,-13,-6,-2.2
C[C@@]12C(=O)N(c3ccc(F)cc3)C(=O)N1[C@@H]1c3ccccc3OC[C@@H]1[C@H]2c1ccccc1,3,5,-7,-10,9,-3,3,2,0.3
Cn1c(=O)n(C)c2cc([N+](=O)[O-])c(N3CCN(C(=O)c4ccccc4)CC3)cc21,1,-1,4,-2,4,1,-2,0,-0.7
Cc1ccccc1OCC(=O)N/N=C/c1cc2ccccc2nc1Cl,4,3,8,-10,3,1,0,-6,-1.9
Cc1ccc2cccc(NC3OC(=O)c4ccccc43)c2n1 (stereo unspecified),1,6,11,-1,8,-1,-15,-1,2.4
Cc1ccc([C@H]2C[C@H](n3cc(-c4ccc(F)cc4)nn3)[C@@H](O)CN2CC2CCCCC2)cc1,1,-10,3,1,2,2,1,-3,6.2
N#C/C(=C(/O)c1ccc(Cl)cc1)c1nc2ccccc2[nH]1,1,4,-2,1,10,1,6,1,-0.2
O=C(CSc1nnc(CNc2ccc(F)cc2)o1)N1CCCc2ccccc21,6,0,0,-1,5,2,-10,7,-2.1

# No enrichment for hits (roughly 2.8% active in at least one column).
